BioA inh – inhibitors of Mycobacterium tuberculosis BioA enzyme | purified M. tuberculosis BioA enzyme, plate reader | inhibition, % at 9.99 µM | hit rate 0.096% among 360,000 | AID 602481; in the data active means inhibition above about 40%
Mtb UGM inh – inhibitors of M. tuberculosis UDP-galactopyranose mutase. purified UGM, fluorescence polarization probe displacement. AID 504406. inhibition, % at 10 µM. hit rate 0.06% among 320,000. P9WIQ1; in the data active means inhibition above about 10%, passing the limit was not always enough
Target sequence (P9WIQ1 whole entry, looked up): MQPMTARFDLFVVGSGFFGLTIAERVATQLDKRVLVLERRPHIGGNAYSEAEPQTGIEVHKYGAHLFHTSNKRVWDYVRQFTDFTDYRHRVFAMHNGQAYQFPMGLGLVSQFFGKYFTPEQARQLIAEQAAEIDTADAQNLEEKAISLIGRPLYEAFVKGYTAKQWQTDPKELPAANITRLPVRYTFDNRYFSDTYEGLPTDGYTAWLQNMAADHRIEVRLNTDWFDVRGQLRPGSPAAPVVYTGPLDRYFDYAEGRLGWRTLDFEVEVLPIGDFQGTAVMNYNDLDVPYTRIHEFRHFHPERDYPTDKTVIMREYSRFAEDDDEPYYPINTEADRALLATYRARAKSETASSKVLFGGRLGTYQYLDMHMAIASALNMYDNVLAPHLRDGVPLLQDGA
MazEF act – increases E. coli MazEF RNase cleavage of RNA | P0AE70 | FAM/BHQ RNA-DNA oligo cleavage fluorescence, 5 h | activation, % at 20 µM | hit rate 0.32% among 350,000 | AID 504720; in the data active means activation above about 50%
BH1578 lux ind – inducers of Vibrio cholerae quorum light production without autoinducers; V. cholerae BH1578 lux reporter, luminescence, 6 h; activation, % at 18.7 µM; hit rate 0.16% among 350,000; in the data active means activation mostly above about 9.7%, no sharp cut-off; further: not every result past the cut was called active; inactives centre near 0; reference of the scale not given here
3CLpro inhibitor – SARS-CoV 3CLpro protease inhibition | inhibition, % at 6 µM | hit rate 0.14% among 290,000 | P0C6X7 | recombinant SARS-CoV 3CLpro, quenched FRET peptide cleavage; in the data active means inhibition above about 12%
Rv3671c inh – inhibitors of M. tuberculosis serine protease Rv3671c; P9WHR9; inhibition, % at 5.96 µM; hit rate 0.048% among 320,000; in the data active means inhibition above about 38%;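 further: extracellular domain of Rv3671c used as enzyme; 0% = enzyme with DMSO and 100% = no enzyme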
Target sequence (P9WHR9 whole entry, looked up, the tested form may be a part): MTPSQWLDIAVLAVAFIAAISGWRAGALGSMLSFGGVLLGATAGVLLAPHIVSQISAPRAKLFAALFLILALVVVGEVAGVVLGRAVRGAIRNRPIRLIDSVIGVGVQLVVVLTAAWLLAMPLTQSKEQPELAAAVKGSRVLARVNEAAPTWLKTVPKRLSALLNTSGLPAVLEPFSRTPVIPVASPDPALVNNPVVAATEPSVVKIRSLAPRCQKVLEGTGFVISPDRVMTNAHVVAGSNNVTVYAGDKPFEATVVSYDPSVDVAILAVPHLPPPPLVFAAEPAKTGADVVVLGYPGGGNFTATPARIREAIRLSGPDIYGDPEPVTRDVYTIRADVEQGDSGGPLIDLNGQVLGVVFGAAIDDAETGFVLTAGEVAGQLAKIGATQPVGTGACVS
VHR inh abs – inhibitors of human VHR1 phosphatase (DUSP3) | P51452 | recombinant VHR phosphatase, pNPP absorbance | inhibition, % at 13.3 µM | hit rate 0.52% among 290,000 | AID 1654; in the data active means inhibition above about 50%; further: some compounds called inactive have numbers as strong as hits
Target sequence (P51452 whole entry, looked up): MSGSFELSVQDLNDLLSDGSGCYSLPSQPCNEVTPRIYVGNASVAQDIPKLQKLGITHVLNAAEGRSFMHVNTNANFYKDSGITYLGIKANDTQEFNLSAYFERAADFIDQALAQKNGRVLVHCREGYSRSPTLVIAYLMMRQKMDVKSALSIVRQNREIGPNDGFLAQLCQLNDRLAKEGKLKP
SSB-PriA inh – K. pneumoniae PriA-SSBct interaction inhibition; AlphaScreen SSBct-PriA binding, biotinylated peptide; inhibition, % at 33 µM; hit rate 0.6% among 430,000; in the data active means inhibition mostly above about 37%, no sharp cut-off; inactive means mostly below about 20%;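 further: plate controls were negative control peptide for no effect and reference peptide for full effect; strong numbers were not always called active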
GDH-TPI counter – inhibits GDH-TPI coupling enzymes, artifact for Mtb FBA screen; hit rate 1.2% among 360,000; inhibition, % at 4.8 µM; GDH-TPI coupled enzyme counterscreen, NADH absorbance; AID 588335; in the data active means inhibition above about 30%;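 further: 0% = DMSO wells and 100% = wells lacking the enzyme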
Mtb FBA inh – inhibitors of M. tuberculosis fructose-bisphosphate aldolase; P9WQA3; purified M. tuberculosis FBA, fluorescence read-out; inhibition, % at 1 µM; hit rate 2.3% among 360,000; AID 588726; in the data active means inhibition above about 27%;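 further: 0% = vehicle and 100% = reference inhibitor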
* hit, by the source's call; i = inactive; . = not tested or not shown. An excerpt; rates above refer to the full screens.

SMILES	BioA inh	Mtb UGM inh	MazEF act	BH1578 lux ind	3CLpro inhibitor	Rv3671c inh	VHR inh abs	SSB-PriA inh	GDH-TPI counter	Mtb FBA inh
NNC(=O)c1cccn(Cc2cccc(C(F)(F)F)c2)c1=O	-0.3	-3.7	-2	-0.7	0	-29	9	-3	8	-4
CCOC(=O)/C(C(C)=O)=C1\OC(=O)c2ccccc21	0.8	0.9	-6	-1.0	-1	0	28	-9	4	3
COc1ccccc1N(CC(=O)Nc1cccnc1)S(C)(=O)=O	3.0	0.4	4	i	-6	6	-8	-4	-5	-1
N#CC1=C(N)OC2=C(C(=O)CCC2)C1c1ccncc1 (centres undefined)	-1.5	2.7	7	-0.5	5	-5	8	-10	13	1
C[C@@H]1CN([C@@H](C)CO)C(=O)Cc2cc(NS(=O)(=O)c3ccccc3)ccc2O[C@H]1CN(C)S(C)(=O)=O	1.1	3.7	-1	i	.	2	.	-5	-5	-2
COc1cc(OC)c(-c2nn3c(-c4ccco4)nnc3s2)cc1OC	.	.	-1	-0.3	4	.	8	4	19	7
CCc1nnc(NC(=O)C2Cc3ccccc3C(=O)O2)s1 (centres undefined)	-1.1	4.6	-9	-0.4	-1	-4	-4	-8	8	0
CCCn1c(SCC(=O)Nc2cccc(NC(C)=O)c2)nnc1C(C)C	0.7	-1.6	7	-1.3	-4	2	32	-3	-6	3
COc1ccc(Br)cc1C1N2CC3(C)CN1CC(C)(C2)C3=O (centres undefined)	2.6	-2.0	1	i	1	6	17	-4	-1	1
Cc1nnc(-c2cnn(C)c2N)n1Cc1ccccc1	1.6	0.7	6	-0.3	2	7	37	-4	-2	2
CC1=NN(C(=O)c2cc(C)nn2C)C(O)(C(F)(F)F)C1 (centres undefined)	.	2.4	-12	-2.6	-3	5	0	-3	13	-2
Cc1cc(C)cc(NCc2cc(=O)oc3cc(C)c(O)cc23)c1	-1.6	-0.3	15	-0.5	4	6	64	0	6	0
O=[N+]([O-])c1ccc(Nc2nc(N/N=C/c3cccc(F)c3)nc(N3CCCC3)n2)cc1	.	-1.1	-11	-0.2	1	-21	8	.	12	-1
O=[N+]([O-])c1ccc(N/N=C/c2ccccc2O)cc1	-0.9	4.4	-10	i	1	-5	-8	.	4	-8
COCCCNC(=S)N1CCCN(c2nc3cc(C)c(C)cc3cc2C#N)CC1	0.2	-1.2	3	-0.3	-5	-7	16	-2	5	8
Cn1c2ccccc2c2cnn(CC(=O)Nc3ccccc3Br)c(=O)c21	.	-0.9	-13	-3.7	-6	-5	9	0	8	3
CCSc1nc2c(c(=O)[nH]1)C(c1ccncc1)C(C(=O)OC(C)C)=C(C)N2 (centres undefined)	-1.8	-3.5	2	i	2	9	31	-13	2	0
COC(=O)c1ccc(CN2C(=O)C(C)N(C(=O)c3c(F)cccc3F)c3ccccc32)cc1 (centres undefined)	1.4	-1.2	-3	-0.4	5	-13	10	-13	2	0
Cc1cc(C(=O)NCc2cccnc2)cs1	-0.4	-0.1	-4	-0.6	-2	-1	10	-12	3	0
OCCC1CN(Cc2cccn2-c2cccnc2)CCN1Cc1ccccc1 (centres undefined)	.	-2.0	-2	-1.5	0	5	7	-6	-11	-3
CCCn1nc2cc(C(=O)NCc3ccccc3OC)ccc2c1OCC	0.3	-0.4	9	-11	4	-5	19	-5	16	42*
Cn1cc(C(=O)N/N=C/c2cc(Br)cs2)c2ccccc21	.	4.2	.	.	4	2	-11	.	.	.
CCc1ccc(NC(=O)c2cc(-c3cccs3)on2)cc1	1.4	2.9	-3	0.7	2	-11	27	-6	-4	5
O=C(NCCCN1CCCC1=O)c1cc(NS(=O)(=O)c2ccc(F)cc2)cc(NS(=O)(=O)c2ccc(F)cc2)c1	-0.6	1.1	6	-0.4	-2	-13	-2	-8	18	0

Structures above that have bromine, in the order listed:
SMILES	BioA inh	Mtb UGM inh	MazEF act	BH1578 lux ind	3CLpro inhibitor	Rv3671c inh	VHR inh abs	SSB-PriA inh	GDH-TPI counter	Mtb FBA inh
COc1ccc(Br)cc1C1N2CC3(C)CN1CC(C)(C2)C3=O (centres undefined)	2.6	-2.0	1	i	1	6	17	-4	-1	1
Cn1c2ccccc2c2cnn(CC(=O)Nc3ccccc3Br)c(=O)c21	.	-0.9	-13	-3.7	-6	-5	9	0	8	3
Cn1cc(C(=O)N/N=C/c2cc(Br)cs2)c2ccccc21	.	4.2	.	.	4	2	-11	.	.	.

Later entries
SMILES	BioA inh	Mtb UGM inh	MazEF act	BH1578 lux ind	3CLpro inhibitor	Rv3671c inh	VHR inh abs	SSB-PriA inh	GDH-TPI counter	Mtb FBA inh
COC(=O)c1ccc2c(=O)[nH]c(COC(=O)c3[nH]c(C)c(C(C)=O)c3C)nc2c1	2.3	-0.8	5	0.8	.	-13	.	-5	-3	4
CCC(=O)Nc1cccc(-c2ccc(N3CCCCC3)nn2)c1	0.3	0.5	-4	i	-5	1	14	-17	5	6
CN(C)c1ccc(/C=C2/C(=N\O)C3CCN2CC3)cc1	-2.7	-1.4	7	-1.9	3	0	4	.	52*	1
Cc1cc(C)cc(C(=O)NCC(=O)OCC(=O)N2CCCCC2)c1	.	-6.4	8	-0.5	1	1	11	2	-4	-4
O=C(COC(=O)COc1ccc(Cl)cc1Cl)NC1CCCC1	.	.	2	0.6	.	.	.	0	4	-2
Cn1c(SCC(=O)Nc2nncs2)nnc1C1CC1	-0.4	0.1	-1	-0.1	10	8	-2	-9	3	2
O=C(CSC1=NC(=O)C(c2ccccc2)C(=O)N1)Nc1cccc(Cl)c1 (centres undefined)	1.3	3.4	4	i	-3	4	42	-6	19	4
CN1C(=O)S/C(=C/c2cccn2-c2cccc(C(=O)O)c2)C1=O	0.2	-2.0	5	-2.0	4	-5	33	2	2	0
O=C(COc1ncnc2ccccc12)N1CCN(c2ccccc2)CC1	.	1.3	-4	-0.2	-1	1	2	2	-7	5
COc1ccc(OCCCC(=O)OCC(=O)N2CCN(S(=O)(=O)c3ccc(C)cc3C)CC2)cc1	-0.1	.	4	7.1	.	.	.	-1	1	3
Cc1[nH]nc(C(F)(F)F)c1CCC(=O)NC1CCCCCC1	-0.5	3.5	0	-4.0	.	-11	.	-4	1	6
CCC(=O)C(C#N)(c1ccc(OC)c(OC)c1)C(C)C (centres undefined)	1.8	-1.1	-3	i	.	-4	.	-4	8	3
O=C(O)C(O)Cc1c[nH]c2ccccc12 (centres undefined)	-0.1	3.9	3	-0.3	4	-2	-5	5	13	5
CCCc1nnc(NC(=O)CCCC(=O)O)s1	-0.9	2.5	-13	-1.0	-11	-1	8	-15	2	1
O=C(c1ccco1)N1CCN(c2cc(C(F)(F)F)nc3ncnn23)CC1	.	1.7	10	-0.4	2	-4	52*	-9	7	-1
COc1ccc(-c2cc(=O)oc3cc(OC(C)C(=O)O)ccc23)cc1 (centres undefined)	1.9	-2.2	-3	i	4	-4	26	-3	7	4
CCN(CC)c1ccc(C(=O)OCC(=O)NCC2CCCO2)cc1 (centres undefined)	.	-1.6	1	-0.3	-1	-7	27	-4	32*	0
COc1ccccc1CNC(=O)CCNC(=O)C1CCN(S(=O)(=O)c2ccccc2)CC1	-1.5	0.6	8	0.9	-1	3	10	12	4	0
CC1(C)Cc2[nH]c3ccccc3c2C(C)(C)N1	-0.3	0.2	-10	2.5	0	0	13	-1	1	1
COC(=O)/C=C1\N/C(=N\c2nc(C)cc(C)n2)N(c2ccc(C)cc2)C1=O	.	-0.5	9	1.0	-6	-11	-5	.	11	2
CCOc1ccc(C(=O)NCc2ccco2)cc1Cl	-0.4	2.4	7	-1.3	-4	-3	35	-2	6	1
COc1cccc(SCc2noc(C(=O)NCC3CC3)c2C(=O)NCC2CC2)c1	0.6	1.0	-1	i	.	-2	.	-56	13	4
CCCc1nc2c(s1)CCc1onc(-c3cccc([N+](=O)[O-])c3)c1-2	-9.6	1.2	1	i	.	-4	.	17	18	1
CCN(C(=O)CSc1nnc(-c2ccccc2Cl)n1N)c1c(N)n(Cc2ccccc2)c(=O)[nH]c1=O	0.0	.	3	-2.7	.	.	.	6	4	-1
Cc1ccc(N(CC(=O)NCc2ccco2)C(=O)CNS(=O)(=O)c2ccccc2)c(C)c1	-0.8	-4.8	-12	-0.5	3	11	8	10	-8	-3
Cc1ccnc(SCCn2c(N3CCN(Cc4ccccc4)CC3)nc3c2c(=O)[nH]c(=O)n3C)n1	0.9	-1.7	4	i	-2	2	17	-6	6	-3
Cc1ccc(C(=O)NCC(=O)OCC(=O)Nc2ccc(Cl)cn2)cc1	-1.6	-2.5	0	0.0	.	2	.	-14	7	0
Cc1ccc(OCC(=O)Nc2ccc(N3CCN(C(=O)c4ccco4)CC3)cc2)c(C)c1	-0.5	1.7	-27	-0.3	3	-7	31	5	2	3
CCOc1nc(NCCc2ccc(OC)c(OC)c2)nc(N2CCN(c3ccc(OC)cc3)CC2)n1	0.4	-0.7	10	i	7	-3	39	-14	-5	-3
Cc1ccc(-c2c3c(=O)n(C)c(=O)n(C)c3cn2Cc2ccccn2)cc1	-0.7	1.9	1	0.7	-4	1	27	-8	3	0
COCCCNC1CS(=O)(=O)CC1O (centres undefined)	-1.1	-0.9	7	-0.5	0	1	23	-4	-6	-4
CN(C)/C=N/NC(=O)c1ccccc1Cl	.	-1.7	7	-0.4	3	1	22	i	-16	-7
c1cc(CNc2ccc3c(c2)OCCO3)ccn1	-0.8	1.6	-11	i	-4	5	0	3	2	4
CC(=O)C(Cc1ccccc1)(Cc1ccccc1)C(C)=O	-1.1	-2.3	-3	0.7	2	2	16	-24	-8	-1
C=CCNC(=O)c1cc(-c2ccccc2O)on1	-5.3	-2.1	8	-0.3	-2	4	11	0	3	4
Cc1cccc(N(CC(N)=O)S(C)(=O)=O)c1C	.	-2.3	-3	i	-4	-12	13	-14	-11	-1
CCN(c1ccccc1)S(=O)(=O)c1ccc(NC(=S)NC(=O)c2cccs2)cc1	1.5	1.6	-10	2.6	1	-59	3	0	-1	2

Of the compounds above, ten have an aryl methoxy group:
SMILES	BioA inh	Mtb UGM inh	MazEF act	BH1578 lux ind	3CLpro inhibitor	Rv3671c inh	VHR inh abs	SSB-PriA inh	GDH-TPI counter	Mtb FBA inh
COc1ccccc1N(CC(=O)Nc1cccnc1)S(C)(=O)=O	3.0	0.4	4	i	-6	6	-8	-4	-5	-1
COc1cc(OC)c(-c2nn3c(-c4ccco4)nnc3s2)cc1OC	.	.	-1	-0.3	4	.	8	4	19	7
COc1ccc(Br)cc1C1N2CC3(C)CN1CC(C)(C2)C3=O (centres undefined)	2.6	-2.0	1	i	1	6	17	-4	-1	1
CCCn1nc2cc(C(=O)NCc3ccccc3OC)ccc2c1OCC	0.3	-0.4	9	-11	4	-5	19	-5	16	42*
COc1ccc(OCCCC(=O)OCC(=O)N2CCN(S(=O)(=O)c3ccc(C)cc3C)CC2)cc1	-0.1	.	4	7.1	.	.	.	-1	1	3
CCC(=O)C(C#N)(c1ccc(OC)c(OC)c1)C(C)C (centres undefined)	1.8	-1.1	-3	i	.	-4	.	-4	8	3
COc1ccc(-c2cc(=O)oc3cc(OC(C)C(=O)O)ccc23)cc1 (centres undefined)	1.9	-2.2	-3	i	4	-4	26	-3	7	4
COc1ccccc1CNC(=O)CCNC(=O)C1CCN(S(=O)(=O)c2ccccc2)CC1	-1.5	0.6	8	0.9	-1	3	10	12	4	0
COc1cccc(SCc2noc(C(=O)NCC3CC3)c2C(=O)NCC2CC2)c1	0.6	1.0	-1	i	.	-2	.	-56	13	4
CCOc1nc(NCCc2ccc(OC)c(OC)c2)nc(N2CCN(c3ccc(OC)cc3)CC2)n1	0.4	-0.7	10	i	7	-3	39	-14	-5	-3
